ROC1-CUL1 inh: human ROC1-CUL1 E3 ligase inhibition; P62877+Q13616; AID 1347404; inhibition, % at 10 µM; 140,000 tested, 0.6% active; in vitro K48 di-Ub FRET, acceptor:donor ratio, 45 min; in the data active means inhibition above about 25%
Target sequence (P62877 whole entry, looked up): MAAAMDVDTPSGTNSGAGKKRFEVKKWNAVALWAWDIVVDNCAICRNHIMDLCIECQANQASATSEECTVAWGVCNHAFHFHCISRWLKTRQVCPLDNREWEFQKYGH
Target sequence (Q13616 whole entry, looked up): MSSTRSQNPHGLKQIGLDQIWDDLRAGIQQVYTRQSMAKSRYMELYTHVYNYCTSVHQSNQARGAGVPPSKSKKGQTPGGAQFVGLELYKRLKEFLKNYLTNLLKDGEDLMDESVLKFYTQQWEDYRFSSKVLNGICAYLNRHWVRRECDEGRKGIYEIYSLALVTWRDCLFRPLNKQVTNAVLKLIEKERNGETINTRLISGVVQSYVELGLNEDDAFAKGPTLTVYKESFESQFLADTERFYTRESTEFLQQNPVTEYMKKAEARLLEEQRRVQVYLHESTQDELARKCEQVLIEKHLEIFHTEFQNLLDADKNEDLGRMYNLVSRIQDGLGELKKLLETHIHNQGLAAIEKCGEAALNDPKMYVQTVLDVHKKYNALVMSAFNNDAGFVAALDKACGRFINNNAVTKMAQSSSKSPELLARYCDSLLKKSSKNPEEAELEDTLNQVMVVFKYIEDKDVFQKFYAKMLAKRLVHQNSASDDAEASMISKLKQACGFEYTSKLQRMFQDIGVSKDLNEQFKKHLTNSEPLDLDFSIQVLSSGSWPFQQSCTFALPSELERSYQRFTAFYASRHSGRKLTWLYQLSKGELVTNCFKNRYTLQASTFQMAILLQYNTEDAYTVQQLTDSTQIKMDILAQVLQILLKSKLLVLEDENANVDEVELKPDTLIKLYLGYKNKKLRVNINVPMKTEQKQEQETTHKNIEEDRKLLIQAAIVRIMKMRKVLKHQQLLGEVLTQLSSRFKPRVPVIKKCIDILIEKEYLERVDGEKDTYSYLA
* marks the source's active call; other numbers are inactive results; & = joins results of further samples. The list is partial; rates above refer to the full screens.

SMILES	ROC1-CUL1 inh
O=C(Oc1ccc(CSc2nc3ccccc3o2)cc1)c1ccccc1	-1
Cc1ccc(Cl)cc1NC(=O)Cc1ccc(-n2c(C)nc3cccnc32)cc1	-5
CCOC(=O)Cc1c(C)nc2c(-c3ccc(Cl)cc3)c(C(F)(F)F)nn2c1C	5
Cn1nnc2c(N3CCN(c4ccccc4F)CC3)ncnc21	9
COC(=O)CCCNc1nncc(-c2ccc3ccccc3c2)n1	3
O=S1(=O)CC(O)C(Nc2ccc3c(c2)OCCO3)C1 (stereo unspecified)	-5
CCCCSc1nnc2c(n1)OC(c1ccccc1C)N(C(C)=O)c1ccccc1-2 (stereo unspecified)	0
Cc1nn(Cc2ccc(Cl)cc2Cl)c(C)c1NC(=O)COc1ccccc1Cl	0
COc1ccc(CNCc2ccccn2)cc1OCC(O)CN(C)C(C)C (stereo unspecified)	2
CCO[C@H]1[C@H](NC(=O)CC)c2ccccc2C12CCN(Cc1ccc(OCCO)cc1)CC2	2
COc1ccc(C2CC(=O)C3C(=Nc4ccccc4N(C(=O)Nc4ccc(Cl)c(Cl)c4)C3c3cccs3)C2)cc1 (stereo unspecified)	-3
COCC1CCN(C(=O)CC2(c3ccc(-c4ccccc4)cc3)CC(=O)N(C3CC3)C2=O)CC1 (stereo unspecified)	11
O=C(CSc1nc2ccccc2s1)Nc1nc(-c2ccc(Br)cc2)cs1	5
O=C(N/N=C/c1ccccc1[N+](=O)[O-])C1C2CCCCC21 (stereo unspecified)	-1
CCN=C1CC=CC=C(C(=O)/C=C/c2ccccc2OCC)C1=O	8
COc1ccc(CNc2nc3c(c(=O)n(C)c(=O)n3C)n2Cc2ccccc2Cl)cc1	-6
CC(c1ccccc1)N1C(=O)C(Cc2c[nH]c3ccccc23)NC1=S (stereo unspecified)	0
CCCNC(=O)c1ccc(-n2cnnn2)cc1	8
COc1ccc(CCC(=O)Nc2sc3c(c2C#N)CCC(C(C)(C)C)C3)cc1 (stereo unspecified)	-6
Cc1ccc(C)c(OCC(=O)Nc2cccc(C(=O)NN3C(=O)c4ccccc4C3=O)c2)c1	4
O=C(CCc1ccccc1)Nc1ccc(N2CCC(NC3Cc4ccccc4C3)CC2)cc1	8
CC1CN=C(N(C(=O)Nc2ccc(Cl)cc2)c2ccc(OC(F)(F)Cl)cc2)S1 (stereo unspecified)	-13
CCOC(=O)c1c(NC(=O)CSc2cn(CCNC(=O)c3ccccc3F)c3ccccc23)sc2c1CCC2	1
Cc1cc(C(=O)CSc2nnnn2-c2ccccc2)c(C)n1C1CCCCC1	-3
CO[C@H]1[C@H](NC(=O)C(C)C)c2ccccc2C12CCN(Cc1cccn1-c1ccc(Cl)cn1)CC2	-6
NC(=O)c1ccc(C2CCCN2C(=O)c2cc(=O)c3ccccc3o2)s1 (stereo unspecified)	-5
O=C1N=C(Cc2ccc(Cl)s2)C(=O)N1Cc1ccccc1	5
O=[N+]([O-])c1cnn(S(=O)(=O)c2ccccc2)c1	10
O=C(c1ccc(N2CCC(NCCc3ccc(C(F)(F)F)cc3)CC2)cc1)N1CCOCC1	6
CC(=O)Oc1ccc2c(C)cc(=O)oc2c1C(=O)c1ccccc1	3
CCOC(=O)c1cc2c(=O)n3ccccc3nc2n(Cc2ccco2)c1=NC(=O)c1cccc(Br)c1	-9
Oc1c(Cl)cc(Cl)cc1/C=N/Nc1nnc(-c2ccccc2)c(-c2ccccc2)n1	3
CCc1ccccc1NC(=O)CN(Cc1ccccc1)S(=O)(=O)c1ccc2nc(C)sc2c1	10
Cc1ccc(NC(=O)N2CCC3(CC2)Oc2ccccc2C(=O)N3Cc2ccc(F)cc2)cc1	0
CN1CCN(c2ccc(NC(=O)C3CCCCC3C(=O)O)cc2)CC1 (stereo unspecified)	2
Cc1cc(C)n(-c2nnc(-c3ccccc3)c(-c3ccccc3)n2)n1	6
CC(C)NC(=O)c1cc2n(n1)C(C(F)(F)F)CC(c1ccc(Br)cc1)N2 (stereo unspecified)	-3
c1ccc2c(c1)ncn2CCOCCOCCn1cnc2ccccc21	3
O=C(CSc1nnc(-c2ccccn2)n1Cc1ccco1)Nc1ccc(Cl)cc1	0
C/C(=N\NC(=O)c1ccccn1)c1ccc(C(=O)O)s1	0
Cc1ccc(/C=C2/C(=O)NN(c3cccc(C(F)(F)F)c3)C2=O)o1	9
Cn1c(=O)c2ccccc2c(=O)n1CCCn1c(=O)c2ccccc2c(=O)n1C	-1
O=C(Nc1ccc2nc(SCC(=O)N3CCc4ccccc43)sc2c1)c1cccc(F)c1	5
CCCc1cc(=O)c2c(=O)n(-c3nc4ccccc4s3)[nH]c2[nH]1	-1
COc1ccc(CC(=O)NCCc2csc(-c3cccc(F)c3)n2)cc1OC	-10
O=C(Oc1cccn2cc(-c3ccc(Cl)cc3)nc12)c1ccc(Cl)cc1	5
COc1ccc(-c2nc(-c3ccccc3)c(-c3ccc(F)cc3)[nH]2)c(OC)c1C	1
COc1ccccc1C1c2c(n[nH]c2C(F)(F)F)OC(=N)C1C#N (stereo unspecified)	1
COc1ccccc1CNC(=O)c1cccc(Nc2nc3ccccc3n3nnnc23)c1	-1
COCCn1c(=O)c2c(nc3n(-c4cccc(Cl)c4)c(C)cn23)n(C)c1=O	1

(continued)
SMILES	ROC1-CUL1 inh
C=CCSc1nc2sc3c(c2c(=O)n1-c1ccc(OC)cc1)CCc1ccccc1-3	-1
CCOC(=O)C1c2cccnc2-c2ncccc21	-6
CCOc1ccc(NS(=O)(=O)c2ccc(Br)s2)cc1	1
CC(=O)c1cccc(NC(=O)c2cc3c(s2)-c2c(C)cccc2OC3)c1	3
CC1=NC2=C(C(=O)c3ccccc32)C(c2ccccc2F)C1C#N (stereo unspecified)	-4
CCOC(=O)c1ncn(Cc2ccccc2)c1C(=O)OCC	8
CC(NCc1c(C(=O)N2CCOCC2)nc2ccccn12)C1CC1 (stereo unspecified)	-4
COc1ccc(N2C(=O)CN(C(=O)c3cc(CC(C)C)[nH]n3)CC23CCCC3)cc1	-1
O=C(Nc1ccc(Br)cc1)c1cccc(S(=O)(=O)N2CCc3ccccc3C2)c1	1
COC(=O)c1ccccc1NC(=O)c1cc(CN2CCOCC2)on1	-1
Cc1ccc(Cn2c(=O)n(CCc3ccccc3)c(=O)c3sc4ccccc4c32)cc1	6
CCOC(=O)C1C(C)=NC(=O)NC1c1cn(-c2ccccc2)nc1-c1ccc(OCC)cc1 (stereo unspecified)	2&8
O=C(Nc1c(C(=O)Nc2ccc(F)cc2)oc2ccccc12)c1cc2ccccc2o1	-4
CCN1C(=O)/C(=C\c2cn(Cc3ccccc3Cl)c3ccccc23)SC1=S	0
Cc1ccnc(Sc2ncccc2[N+](=O)[O-])n1	7
Cc1cc(C)c2oc(C(=O)Nc3ccc(S(=O)(=O)Nc4ncccn4)cc3)cc(=O)c2c1	4
COc1ccc(NCc2cccn2-c2nnc(N3CCOCC3)s2)c(OC)c1	-9
CCOc1ccc(N(C(C)=O)C2SC(=O)N(c3ccccc3)C2=O)cc1 (stereo unspecified)	5
CCc1ccc(OCC(=O)Nc2cccc(C#N)c2)c(Br)c1	4
Cc1cc(C)c2nc3nc(C)cc(C)c3c(N)c2c1	-13
Cc1ccc(C)c(OCCn2c(CCNC(=O)C3CCCCC3)nc3ccccc32)c1	-15
CCCCCC12CCC(CC(=O)O)(CC1)CC2	2
CCCCN1C(=O)C(C2=NC(=S)NC2=O)c2ccccc21 (stereo unspecified)	8
COc1ccc(OC)c(NC(=S)NCc2ccccc2OC)c1	-10
CCC1CCCCN1C(=O)CCN1C(=O)c2ccccc2C1=O (stereo unspecified)	6
Cn1ccnc1CSC1(O)CCCCC1	-1
CC(=O)c1ccc(-c2ccc(C(F)(F)F)cc2)cc1	-10
COc1cc(OC)cc(C2c3c(n[nH]c3C(C)C)OC(=N)C2C#N)c1 (stereo unspecified)	-6
Cc1cnc(C(=O)N2CCc3onc(-c4ccc(F)c(F)c4)c3C2)cn1	0
COc1ccc(-c2nnc(/C=C/c3cccs3)o2)cc1	4
O=C1CC(c2cccc(F)c2)C2C(=O)Nc3ncnn3C2=N1 (stereo unspecified)	-6
COc1ccc2c(CNCc3ccc(C)o3)c(C(=O)O)n(Cc3ccccc3)c2c1	-9
COc1ccc(S(=O)(=O)N2CCN(C(=O)c3ccc(C)cc3)CC2)cc1	-4
COC(=O)CCCC[C@@H]1SC[C@@H](NC(=O)OC)[C@@H]1NC(=O)OC	-6
CN=CC1N=C(c2ccccc2)OC1=O (stereo unspecified)	-1
Oc1ccc(C2Nc3ccccc3-c3nnc(SCc4ccc(Cl)cc4)nc3O2)cc1O (stereo unspecified)	-14
CNC(=O)C1CCC(Cn2c(=O)c3sccc3n(CC(=O)Nc3ccccc3)c2=O)CC1 (stereo unspecified)	-5
CCOC(=O)c1c(NC(=O)CSc2nnc(-c3nn(C)c(C)c3Cl)n2-c2ccccc2OC)sc(C)c1C	8
COc1ccccc1N(Cc1cc2cccc(C)c2[nH]c1=O)C(=O)c1cccc(Cl)c1	-6
C=C(C)Cn1c(SCC(=O)Nc2cccc(OC)c2)nc2sc3c(c2c1=O)CCC3	-11
Cc1cc(CC2=NC(=O)N(c3ccc(Cl)cc3)C2=O)c(C)n1-c1ccc(S(N)(=O)=O)cc1	-5
COC(=O)[C@@H]1CCCN1C(=O)Cc1ccc(N2CCC(NCc3cnc4ccccn34)CC2)cc1	1
COc1ccc(N2C(=O)c3ccccc3NC2c2ccc(O)c(OC)c2)cc1 (stereo unspecified)	0
O=S(=O)(NNc1ccc(Cl)nn1)c1ccc(Cl)cc1	0
Cn1nc(C(=O)Nc2cccc(C(F)(F)F)c2)c2c1-c1ccccc1S(=O)(=O)C2	6
CCCCN1C(=O)C(O)(CC(=O)c2ccc(C(C)(C)C)cc2)c2ccccc21 (stereo unspecified)	-6
COc1ccc(CCN(C)C(=O)COc2ccc(N3CCN(c4ccccn4)CC3)nn2)cc1OC	7
COCCNC(=O)c1ccc2c(=O)n(CCOC)c(SCC(=O)c3c[nH]c4ccccc34)nc2c1	0
COCCNC(=O)CCn1c(=O)c2cc(OC)c(OC)cc2n(CC(=O)Nc2ccc(F)c(Cl)c2)c1=O	-7
CCOc1ccc(NC(=O)c2oc3ccccc3c2NC(=O)COc2cccc(OC)c2)cc1	-1

Later entries.
SMILES	ROC1-CUL1 inh
CS(=O)(=O)N1CCC(N2CCN(Cc3ccc(F)cc3)C(=O)C2=O)CC1	4
Cc1ncc(CN2CCCC(C(=O)Nc3cccc(-n4cccn4)c3)C2)s1 (stereo unspecified)	1
COc1ccc(CSc2nc3ccncc3n2CC(=O)Nc2ccc(C)c(F)c2)cc1	-2
O=[N+]([O-])c1ccc(O)c(/C=N/n2c(CO)nc3ccccc32)c1	4
Cc1cc(SCc2nn(CN3CCCC3)c(=S)o2)nc(N2CCCC2)n1	4
CCOC(=O)c1cccc(NC(=O)c2cc(S(=O)(=O)N3CCCC3)cn2C)c1	3
COC(=O)c1ccccc1NC(=O)CO/N=C/c1ccccc1	0
COC(=O)c1n[nH]n(-c2ccccc2)c1=O	-2
N#CC1C(=N)Oc2n[nH]c(-c3ccccc3)c2C1c1ccncc1 (stereo unspecified)	1
Cc1ccc(C)c(N2CCN(S(=O)(=O)c3ccc4c(c3)CC(=O)N4C)CC2)c1	-7
CCc1ccc2occ(CC(=O)Nc3c(C(=O)Nc4ccc(OC)cc4)oc4ccccc34)c2c1	-7
CC(C)(C)NS(=O)(=O)c1ccc(N)cc1	-4
Cc1cccc(C)c1NC(=O)CCS(=O)(=O)c1ccc2c(c1)n(C)c(=O)c(=O)n2C	8
O=C(CSc1nc2sc(-c3ccccc3)cc2c(=O)n1-c1ccccc1)N1CCCCC1	-5
CC(C)NC[C@]1(C)CCC[C@]2(C)c3ccc(C(C)C)cc3CC[C@@H]12	3
O=C(Nc1ccc2c(c1)OCO2)C1c2ccccc2Oc2ccccc21	9
Cc1cc(C(=O)Nc2ccc(Br)cc2C)no1	0
COc1ccc(OC)c(N(CC(=O)N/N=C/c2ccc([N+](=O)[O-])cc2)S(=O)(=O)c2ccc(OC)c(OC)c2)c1	-12
CCCN1C(=O)C(c2ccccc2)C(=O)C(C(=O)OCC)=C1C (stereo unspecified)	9
O=c1/c(=C\c2cn(Cc3ccccc3F)c3ccccc23)sc2n1C(c1ccc(Cl)cc1Cl)C1=C(N=2)c2ccccc2CC1 (stereo unspecified)	-1
Cc1ccc(C(=O)OC2OC(=O)C(Cl)C2=Nc2cc(C)ccc2C)cc1 (stereo unspecified)	-6
Cc1ccc(-c2[nH]c3ccccc3c2C)cc1	6

Entries above that contain an aryl thioether with sulfur outside any ring, in the order listed:
SMILES	ROC1-CUL1 inh
O=C(Oc1ccc(CSc2nc3ccccc3o2)cc1)c1ccccc1	-1
CCCCSc1nnc2c(n1)OC(c1ccccc1C)N(C(C)=O)c1ccccc1-2 (stereo unspecified)	0
O=C(CSc1nc2ccccc2s1)Nc1nc(-c2ccc(Br)cc2)cs1	5
CCOC(=O)c1c(NC(=O)CSc2cn(CCNC(=O)c3ccccc3F)c3ccccc23)sc2c1CCC2	1
Cc1cc(C(=O)CSc2nnnn2-c2ccccc2)c(C)n1C1CCCCC1	-3
O=C(CSc1nnc(-c2ccccn2)n1Cc1ccco1)Nc1ccc(Cl)cc1	0
O=C(Nc1ccc2nc(SCC(=O)N3CCc4ccccc43)sc2c1)c1cccc(F)c1	5
C=CCSc1nc2sc3c(c2c(=O)n1-c1ccc(OC)cc1)CCc1ccccc1-3	-1
Cc1ccnc(Sc2ncccc2[N+](=O)[O-])n1	7
Oc1ccc(C2Nc3ccccc3-c3nnc(SCc4ccc(Cl)cc4)nc3O2)cc1O (stereo unspecified)	-14
CCOC(=O)c1c(NC(=O)CSc2nnc(-c3nn(C)c(C)c3Cl)n2-c2ccccc2OC)sc(C)c1C	8
C=C(C)Cn1c(SCC(=O)Nc2cccc(OC)c2)nc2sc3c(c2c1=O)CCC3	-11
COCCNC(=O)c1ccc2c(=O)n(CCOC)c(SCC(=O)c3c[nH]c4ccccc34)nc2c1	0
COc1ccc(CSc2nc3ccncc3n2CC(=O)Nc2ccc(C)c(F)c2)cc1	-2
Cc1cc(SCc2nn(CN3CCCC3)c(=S)o2)nc(N2CCCC2)n1	4
O=C(CSc1nc2sc(-c3ccccc3)cc2c(=O)n1-c1ccccc1)N1CCCCC1	-5
